BLM inh – blocks DNA unwinding by human BLM helicase | Potency, µM (series often up to 56.1 µM), for inactives: at the highest dose activity change, negative = inhibition, usual class: inhibitors | recombinant BLM DNA unwinding, fluorescence dequenching | hit rate 0.2% among 350,000 | P54132 | AID 2528;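 note: potency is the fitted concentration of half-maximal effect; plate controls were vehicle for no effect and no enzyme for full effect; nearly all actives have a fitted effect of over 35% in size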
Pol kappa inh – blocks human DNA polymerase kappa activity; Q9UBT6; Potency, µM (series often up to 107 µM), for the others: at the top dose activity, negative = inhibition, hits mostly inhibitors; hit rate 0.53% among 400,000; purified Pol kappa, fluorescent DNA synthesis assay, 10 min; AID 588579; note: potency is the fitted concentration of half-maximal effect; % is set by controls: 0 for no effect and ±100 for the full control effect
Target sequence (Q9UBT6 whole entry, looked up): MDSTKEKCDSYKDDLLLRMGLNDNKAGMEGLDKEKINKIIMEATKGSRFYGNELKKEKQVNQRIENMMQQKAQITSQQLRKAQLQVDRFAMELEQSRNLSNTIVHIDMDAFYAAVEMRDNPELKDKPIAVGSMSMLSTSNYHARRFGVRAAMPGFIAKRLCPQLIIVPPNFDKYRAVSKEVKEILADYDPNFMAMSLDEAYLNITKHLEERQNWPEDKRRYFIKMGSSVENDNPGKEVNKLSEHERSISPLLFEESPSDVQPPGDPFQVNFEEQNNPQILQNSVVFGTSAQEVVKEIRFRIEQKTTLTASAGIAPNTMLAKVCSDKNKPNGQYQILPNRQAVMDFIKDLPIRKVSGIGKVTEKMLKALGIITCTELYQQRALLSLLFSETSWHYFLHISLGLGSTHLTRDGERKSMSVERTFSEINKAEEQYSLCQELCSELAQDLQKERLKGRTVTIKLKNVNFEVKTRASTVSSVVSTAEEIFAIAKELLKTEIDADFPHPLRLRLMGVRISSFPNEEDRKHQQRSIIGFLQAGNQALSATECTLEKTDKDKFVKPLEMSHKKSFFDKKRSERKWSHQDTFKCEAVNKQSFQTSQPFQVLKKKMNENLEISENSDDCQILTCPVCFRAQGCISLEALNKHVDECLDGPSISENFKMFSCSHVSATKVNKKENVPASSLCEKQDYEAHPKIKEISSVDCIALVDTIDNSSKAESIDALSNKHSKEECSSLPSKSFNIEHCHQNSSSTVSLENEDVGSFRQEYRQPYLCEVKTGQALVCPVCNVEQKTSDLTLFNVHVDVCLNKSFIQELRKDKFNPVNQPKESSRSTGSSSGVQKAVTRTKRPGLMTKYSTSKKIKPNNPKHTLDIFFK
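Enzyme at 10 nM met test compounds for 15 min at room temperature. Substrate addition (50 nM final) began the reaction, which was monitored by fluorescence at 0 and 10 min.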
APEX1 inh – blocks human APE1 abasic DNA cleavage. hit rate 0.35% among 350,000. Potency, µM (doses to about 65.8 µM), for the others: top-dose activity change, negative = inhibition, actives largely listed as inhibitors. recombinant APE1, TAMRA/BHQ-2 abasic DNA cleavage fluorescence;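 note: potency is the fitted concentration of half-maximal effect; plate controls were vehicle for no effect and reference inhibitor for full effect; nearly all actives have a fitted effect of over 55% in size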
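Compound pre-exposure to 0.75 nM APE1, 15 min at ambient temperature. Reaction initiated with 50 nM TAMRA/BHQ-2 THF substrate, read immediately in kinetic mode, 525 nm excitation, 598 nm emission.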
POLI inh – DNA polymerase iota (human) inhibition; Potency, µM (titrated, usually from 115 µM), without a hit: at the top dose activity, negative = inhibition, hits mostly inhibitors; Pol iota fluorescent replication assay, 10 min; Q9UNA4; AID 588590; hit rate 1% among 390,000; note: potency is the fitted concentration of half-maximal effect
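Fluorescent replication assay read twice, at 0 min and 10 min after adding 50 nM (final) substrate. Enzyme (10 nM) and compounds were first incubated 15 min at room temperature; enzyme-free buffer wells were negative controls.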
Pol eta inh – DNA polymerase eta (human) inhibition. hit rate 1.2% among 390,000. Q9Y253. recombinant Pol eta, fluorescent DNA replication assay. Potency, µM (titrated, usually from 114 µM), for inactives: top-dose activity change, negative = inhibition, usual class: inhibitors; note: potency is the fitted concentration of half-maximal effect; % is set by controls: 0 for no effect and ±100 for the full control effect
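Fluorescent replication assay: 50 nM final substrate added after a 15 min room-temperature compound preincubation with 10 nM enzyme. Signal taken at 0 min and again at 10 min.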
Pol beta inh – blocks human DNA polymerase beta activity | P06746 | Pol beta primer extension/strand displacement, fluorescence kinetic | Potency, µM (titrated, usually from 114 µM), inactives show at the highest dose activity change, negative = inhibition, usual class: inhibitors | hit rate 1.3% among 340,000 | AID 485314; note: potency is the fitted concentration of half-maximal effect; % is set by controls: 0 for no effect and ±100 for the full control effect
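10 nM enzyme + cpd, 15 min RT; start with substrate 50 nM final; read 0 min and after 10 min RT. Corrected, normalized data; 4-parameter Hill curve fit.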
Apoferritin bind – binds horse apoferritin like a general anesthetic; P02791; apoferritin/1-aminoanthracene competitive binding, fluorescence; Potency, µM (top dose mostly 77.5 µM), without a hit: at the top dose activity change, negative = displacement, usual class: inhibitors; hit rate 0.074% among 350,000; AID 485281; note: potency is the fitted concentration of half-maximal effect; % is set by controls: 0 for no effect and ±100 for the full control effect; nearly all actives have a fitted effect of over 20% in size
Target sequence (P02791 2-175 limits assumed): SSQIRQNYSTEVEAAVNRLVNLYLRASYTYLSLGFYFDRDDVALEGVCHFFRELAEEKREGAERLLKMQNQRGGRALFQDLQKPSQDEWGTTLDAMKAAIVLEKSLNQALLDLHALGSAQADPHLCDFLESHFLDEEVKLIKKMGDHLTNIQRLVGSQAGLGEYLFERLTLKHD
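10 uM apoferritin + 50% sat. 1-AMA, PBS; cpd 10 min RT; Ex380/Em535 endpoint; normalized to free probe vs complex; 4-param Hill fit; propofol titration as pos. ctrl.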
LDHA inh – LDHA (human) enzyme inhibition | hit rate 0.15% among 480,000 | activity change, % (values are at about 110 or 230 µM) | P00338 | purified LDHA, NADH/diaphorase-resazurin fluorescence; hits give low values; in the data active = activity change below about -30%; inconclusive = mostly about -25% to -30%;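 note: plate controls were DMSO wells for no effect and wells without enzyme for full effect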
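Human LDH5 (2 nM) was incubated with 0.06 mM NADH and 0.2 mM pyruvate for 5 min at room temperature in Tris pH 7.4. Remaining NADH was coupled through diaphorase/resazurin, and resorufin fluorescence was read at 0 and 20 min.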
GRP78 ERSR act – inducers of ER stress response in human glioma cells. U87-MG GRP78 promoter luciferase reporter, 16 h. Potency, µM, without a hit: at the top dose activation, most hits filed as activators. hit rate 0.02% among 420,000; note: potency is the fitted concentration of half-maximal effect; series mostly up to about 76 µM; % of control where 0% means no effect; nearly all actives have a fitted effect of over 35% in size
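Stably transfected U87-MG glioma cells carrying a GRP78-based luciferase sensor; 16 h compound incubation. Luminescence end-point read 10 min after Bright-Glo addition at room temperature.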
An asterisk follows results filed as active; ? = inconclusive; . = no result given; [ ] = another dose, or the depositor's remark. Unless noted, calls come from the whole dose curve; as a rule, active = well fitted curve in the direction sought with a large enough effect; inconclusive = small, poorly fitted or top-dose-only effect, or another doubt; inactive = no such curve, though single readings can be large; an effect the other way counts as inactive or inconclusive. These rows are one share of the data, so the mix of outcomes need not match the whole.

canonical_smiles	BLM inh	GRP78 ERSR act	Pol eta inh	LDHA inh	APEX1 inh	Pol beta inh	Pol kappa inh	Apoferritin bind	POLI inh
CCc1nnc(NS(=O)(=O)c2ccc(NC(=O)c3ccccc3OC)cc2)s1	-2%	-4%	3%	-9	26%	3%	-3%	-5%	51%[activator]
CCc1nnc(SCC(=O)Nc2ccc(F)cc2F)c2cc3sc(C)cc3n12	-5%	-4%	-20%	6	.	14%	-8%	59%[activator]	8%
COc1ccc(NCc2cc3cc4c(cc3n(CC(=O)Nc3cccc(F)c3)c2=O)OCO4)cc1	0%	-3%	-9%	18	.	9%	3%	249%[activator]	19%
COCCNC(=O)CSc1nc2scc(-c3ccccc3)c2c(=O)[nH]1	-3%	-4%	-6%	-7	5%	-8%	-4%	-4%	?
O=Cc1c(N2CCCCC2)nc2ccccn2c1=O	4%	-1%	-7%	1	-4%	-3%	-9%	-8%	6%
CCc1ccc(S(=O)(=O)Nc2cc(SCC(=O)O)c(O)c3ccccc23)cc1	18µM*	-11%	50µM*	18	1%	?	?	?	5.6µM*
C[C@@H]1/C(=N/O)CC2C[C@@H]1C2(C)C	4%	-4%	.	.	2%	.	-4%[60.1 µM]	?	.
COc1cc(OC)c(C(=O)NCCCn2ccnc2)cc1OC	-3%	2%	-23%	-6	-1%	4%	2%	-4%	181%[activator]
O=C(Nc1ccc(Cl)c([N+](=O)[O-])c1)c1cnccn1	-16%	2%	22µM*	-9	-9%	40µM*	?	7%	?
Cc1ccc(S(=O)(=O)/N=C(/Nc2cccc3ccccc23)c2ccc(F)cc2)cc1	-7%	-3%	-16%	-5	-27%	-3%	-17%	-25%	?
C/C(=N\NC(=O)C1COc2ccccc2O1)c1cccs1 (configuration not stated)	-2%	-5%	-9%	-2	1%	9%	-7%	-20%	4%
COc1ccc(CNC(=O)CC(c2ccc(OC)cc2)N2Cc3ccccc3C2=O)cc1 (configuration not stated)	-1%	-1%	7%	1	.	-1%	-12%[60.1 µM]	-14%	30%
COC(=O)c1cc(N2C(=O)C3C(C2=O)C2(C)C=CC3(C)O2)ccc1Cl (configuration not stated)	-7%	.	.	.	-5%	1%	.	-4%	.
O=C(OCC(=O)N1CCN(c2ccc(F)cc2)CC1)c1cnc2ccccc2n1	.	3%	-2%	7	37%	.	-10%	.	83%[activator]
CN1CCC2(CC1)CCN(S(=O)(=O)c1ccccc1)CC2	2%	-4%	.	.	6%	.	1%[60.1 µM]	.	.
CNC(=O)c1ccsc1NC(=O)CCS(=O)(=O)c1ccc(C)cc1	.	0%	3%	-10	11%	.	-1%	.	-16%

Six compounds from above, ordered by formula weight, largest number first.
canonical_smiles	BLM inh	GRP78 ERSR act	Pol eta inh	LDHA inh	APEX1 inh	Pol beta inh	Pol kappa inh	Apoferritin bind	POLI inh
COc1ccc(NCc2cc3cc4c(cc3n(CC(=O)Nc3cccc(F)c3)c2=O)OCO4)cc1	0%	-3%	-9%	18	.	9%	3%	249%[activator]	19%
COc1ccc(CNC(=O)CC(c2ccc(OC)cc2)N2Cc3ccccc3C2=O)cc1 (configuration not stated)	-1%	-1%	7%	1	.	-1%	-12%[60.1 µM]	-14%	30%
CCc1nnc(SCC(=O)Nc2ccc(F)cc2F)c2cc3sc(C)cc3n12	-5%	-4%	-20%	6	.	14%	-8%	59%[activator]	8%
CNC(=O)c1ccsc1NC(=O)CCS(=O)(=O)c1ccc(C)cc1	.	0%	3%	-10	11%	.	-1%	.	-16%
CN1CCC2(CC1)CCN(S(=O)(=O)c1ccccc1)CC2	2%	-4%	.	.	6%	.	1%[60.1 µM]	.	.
O=Cc1c(N2CCCCC2)nc2ccccn2c1=O	4%	-1%	-7%	1	-4%	-3%	-9%	-8%	6%

Further entries
canonical_smiles	BLM inh	GRP78 ERSR act	Pol eta inh	LDHA inh	APEX1 inh	Pol beta inh	Pol kappa inh	Apoferritin bind	POLI inh
CCNC(=O)CN(C1CCCCC1)S(=O)(=O)c1ccc(F)cc1	0%	-4%	0%	3	-2%	0%	6%	-18%	10%
CC(C)=CC(=O)Nc1nnc(-c2ccc(F)cc2)s1	2%	4%	-5%	-3	0%	14%	1%[60.1 µM]	-8%	9%
COc1ccc(N=C(N)SCc2ccccn2)cc1	3%	0%	-15%	1	1%	3%	-17%	-6%	163%[activator]
CCOC(=O)C1=C(CN2CCSCC2)NC(=O)NC1c1cc(C)ccc1C (configuration not stated)	-2%	-3%	-12%	-3	-6%	1%	-7%	6%	38%[activator]
Cc1cc(-n2c(C)nc3ccccc3c2=O)ccc1NC(=O)c1ccc(C)c([N+](=O)[O-])c1	0%	-2%	-8%	-6	.	13%	-12%[60.1 µM]	-19%	5%
Cc1ccc(Cn2c(C(=O)Nc3ccc(Cl)cc3)cc3sccc32)cc1	-7%	18%	-16%	-2	.	7%	-7%	21%	19%
COc1ccc(CC(=O)NCC2CCCN(Cc3ccc(F)cc3F)C2)cc1 (configuration not stated)	1%	1%	5%	-4	0%	4%	4%	2%	7%
CCCCN(C)CC(O)Cn1cc(/C=C/C(=O)c2ccc(OC)c(OC)c2)c2ccccc21 (configuration not stated)	-3%	-10%	-30%	9	.	?	-7%	124%[activator]	-1%
CC(C)CN(CC(C)C)CC(O)CN(c1ccccc1)S(=O)(=O)c1ccccc1[N+](=O)[O-] (configuration not stated)	-15%	-6%	?	6	12%	10%	-3%	-4%	14%
O=C(NCC(=O)N1CCOCC1)c1ccc(Br)cc1	-1%	4%	-18%	-13	0%	2%	3%	-8%	30%
Cc1ccccc1NC(=O)Cc1nc(COC(=O)c2ccc(S(C)(=O)=O)c([N+](=O)[O-])c2)cs1	.	-14%	22µM*	-2	21%	.	-10%	.	?
CC[C@H](C)[C@H](NC(N)=O)C(=O)NCCc1ccc(Cl)cc1	-10%	15%	-2%	-4	1%	24%	-6%	-6%	70%[activator]
COC(=O)C(Cc1csc2ccc(Cl)cc12)NC(=O)c1ccc(Cl)cc1 (configuration not stated)	-2%	1%	-3%	-15	3%	10%	-9%	-6%	33%[activator]
Cc1ccc(C(=O)N2NC(c3ccc(F)cc3)C3C(=O)N(c4ccc(C)c(C)c4)C(=O)C32)cc1 (configuration not stated)	2%	2%	-3%	-2	?	1%	-13%	-13%	?
O=C(Nc1cccc(C(F)(F)F)c1)C1CCCN(S(=O)(=O)c2cccc3nsnc23)C1 (configuration not stated)	-4%	-3%	-21%	-4	.	4%	-20%	-12%	19%
Cn1cnnc1SC/C(O)=C(\C#N)c1nc2ccccc2[nH]1	3%	-5%	4%	3	-2%	-3%	-3%[60.1 µM]	-5%	2%
CC(C(=O)Nc1ccccc1-c1ccccc1)N1CCCCC1 (configuration not stated)	-2%	-3%	-20%	-3	1%	-10%	-10%	?	7%
Cn1c(NC(=O)c2cccc(Cn3cc(Cl)cn3)c2)nc2ccccc21	0%	-4%	-2%	-1	-3%	0%	4%	-2%	28%
CC1CCc2c(sc3nc(C(C)(C)C)nc(N4CCN(C(=O)CCl)CC4)c23)C1 (configuration not stated)	-15%	-15%	-18%	-3	15%	?	-5%	-3%	?
COc1ccc(/C(O)=C2/C(=O)C(=O)N(CCN(C)C)C2c2ccc(F)cc2)cc1Cl (configuration not stated)	-2%	-5%	6%	-12	8%	-2%	-2%	-21%	15%
c1ccc(CNc2nc(CN3CCOCC3)nc3scc(-c4ccccc4)c23)cc1	-5%	-2%	-16%	-2	-1%	-1%	-8%	-22%	69%[activator]
CCCCOc1ccccc1N1CCN(CCCN2C(=O)C3CCCN3C2=O)CC1 (configuration not stated)	-2%	-6%	-23%	-1	-7%	-16%	4%	-4%	2%
CC(C)(C)C(=O)N1CCN(c2ccc(NC(=O)c3ccc4c(c3)OCCO4)cc2)CC1	-2%	-5%	1%	-5	0%[12.4 µM]	5%	-14%	5%	12%
O=C1CC(c2cc3c(cc2Br)OCO3)C2=C(CCCC2=O)N1 (configuration not stated)	-1%	-4%	-18%	-4	-12%	9%	0%	-9%	24%

Among those listed so far, 2 contain an NH in an aromatic ring.
canonical_smiles	BLM inh	GRP78 ERSR act	Pol eta inh	LDHA inh	APEX1 inh	Pol beta inh	Pol kappa inh	Apoferritin bind	POLI inh
COCCNC(=O)CSc1nc2scc(-c3ccccc3)c2c(=O)[nH]1	-3%	-4%	-6%	-7	5%	-8%	-4%	-4%	?
Cn1cnnc1SC/C(O)=C(\C#N)c1nc2ccccc2[nH]1	3%	-5%	4%	3	-2%	-3%	-3%[60.1 µM]	-5%	2%

Remaining list, next part
canonical_smiles	BLM inh	GRP78 ERSR act	Pol eta inh	LDHA inh	APEX1 inh	Pol beta inh	Pol kappa inh	Apoferritin bind	POLI inh
N#Cc1ccc(CSc2nnc(-c3c[nH]c4ccccc34)n2-c2ccccc2)cc1	-7%	-6%	-21%	-8	0%	0%	-19%	-12%	-29%
O=C(/C=C/Nc1ccccc1)c1ccc(Cl)cc1Cl	-8%	-2%	-19%	2	48%[activator]	-1%	-2%	-10%	-10%
CNc1oc(-c2ccco2)nc1C#N	0%	0%	-15%	-10	-2%	23%	-6%	-3%	16%
O=C(N[C@@H](CO)C(=O)NCc1ccccc1)c1ccc(C(F)(F)F)cc1	-4%	6%	-13%	-4	8%	-21%	-3%	-11%	34%[activator]
Cc1cc(/C=C2\SC(N)=NC2=O)c(C)n1-c1ccccc1	-5%	3%	-5%	0	-6%	3%	7%	-12%	7%
